Bioassay records from PubChem BioAssay.
Peg3 imprint – inducers of genomic imprint erasure in mouse ES cells; 110,000 compounds, 0.02% hits; mouse ES Peg3-LacZ reporter, beta-gal luminescence, 40 h; Potency, µM (doses to about 60.7 µM), for the others: top-dose activity change, positive = activation, hits mostly activators; active means well fitted activation curve with a large enough effect; inconclusive means small, poorly fitted or top-dose-only effect; inactive means no such curve, though single readings can be large or run the other way;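 further: 0% = negative control wells on the plate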
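Each well holds 300 Peg3LacZ-Neo (maternal) female ES cells incubated 40 h at 37C, 5% CO2. LacZ is measured by BetaGlo luminescence, with AC50 and maximum efficacy derived from dose-response curves.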
* hit, by the source's call; u = inconclusive; [ ] = remark or other dose. Potency means the concentration at half of the fitted maximal effect. These rows are one share of the data; rates above refer to the full screens.

SMILES	Peg3 imprint
CCOC(=O)C1(C)Oc2ccccc2C(C(=O)OC)=C1C(=O)OC (stereo not given)	-2%
CNC1(C)C2CCC(C2)C1(C)C (stereo not given)	-11%
Nc1ccc(O)c2c(=O)cc(-c3ccccc3Cl)oc12	-51%[inhibitor]
Cc1ccc(O)c([C@H](CCN(C(C)C)C(C)C)c2ccccc2)c1	-10%
Cc1cccc(C2=N[C@@H](Cc3ccccc3)CO2)c1	-22%[97.3 µM]
COc1ccccc1C1CC(=O)Oc2cc(C)cc(C)c21 (stereo not given)	-16%
O=C(O)CCC(=O)N1CCCC1C(=O)O (stereo not given)	-8%
CCCCCCCCCC[Si](C)(C)CCC(=O)NC(Cc1ccc(C)cc1)c1ccccc1 (stereo not given)	-14%
Cc1c(C)c2c(c(C)c1O)CCC(C)(COc1ccc(Cc3sc(=O)[nH]c3O)cc1)O2 (stereo not given)	1%
CCCCCCCCCCCCCCCC(=O)NCC(COP(=O)([O-])OCC[N+](C)(C)C)OCC (stereo not given)	-18%
C[C@@H]1CC[C@]2(C(=O)O)CC[C@]3(C)C(=CCC4[C@@]5(C)C[C@@H](O)[C@H](O)[C@@](C)(CO)C5[C@H](O)C[C@]43C)C2[C@H]1C (stereo not given in full)	10%
O=c1cc(-c2ccccc2)[nH]c2ccc(F)cc12	-31%[inhibitor][97.3 µM]
CCCCCC1=C(C(=O)OC)C(C(=O)OCC)N(S(=O)(=O)C(F)(F)F)c2ccccc21 (stereo not given)	5%
C[C@@H](NCCc1ccc(O)cc1)[C@@H](O)c1ccc(O)cc1	4%
Cc1ccc(S(=O)(=O)NC(=O)c2ccc(Br)o2)c(C)c1	3%
COCCOC(=O)C1=C(C)NC(C)=C(C(=O)OC(C)C)C1c1cccc([N+](=O)[O-])c1 (stereo not given)	u
COc1ccc2c(c1)OC(=O)CC2c1ccccc1OC (stereo not given)	-5%
Cc1cccc(C2=NN(c3ccc(Br)cc3)[C@@H](C(=O)N3CCOC3=O)[C@@H]2c2ccc([N+](=O)[O-])cc2)c1	0%[40.7 µM]
CO/N=C(\C(=O)N[C@@H]1C(=O)N2C(C(=O)O)=C(COC(C)=O)CS[C@H]12)c1csc(N)n1	1%
CN1CCc2cc(O)c(O)cc2C(c2ccccc2)C1 (stereo not given)	-22%
Cc1cccc(C2=NN(c3ccc(Br)cc3)[C@@H](C(=O)N3CCOC3=O)[C@@H]2C)c1	-15%
CCCCCCCCCCCCCCC/C=C/[C@@H](O)[C@H](NC(=O)CCCCCCCCCCCCC)OC (tested in a mixture with another compound)	-5%
c1ccc(COCCCc2cnc[nH]2)cc1	3%
COc1ccc(C2/C=C\[C@H](O[Si](C)(C)C(C)(C)C)[C@H](C(C)C)CC(=O)N2Cc2ccccc2)cc1 (stereo not given in full)	-11%
N[C@@]1(C(=O)O)CO[C@H]2[C@H](C(=O)O)[C@H]21	1%
CCC[C@@H]1C[C@@H](C(=O)N[C@@H]([C@H]2O[C@H](SC)[C@H](O)[C@@H](O)[C@H]2O)[C@@H](C)O)N(C)C1	-4%
CC1(O)CCC(C(C)(C)O)CC1 (stereo not given)	2%
O=C1[C@H]2CCC=C[C@H]2[C@H](c2cccc(Br)c2)N1Cc1ccccc1	-14%
NS(=O)(=O)c1cc2c(cc1Cl)NC(C1CC3C=CC1C3)NS2(=O)=O (stereo not given)	11%
CCCCCCCC(=O)OCCOC(=O)CCCCCCC	-1%
Cc1ccc2[nH]c(-c3cccc(F)c3)cc(=O)c2c1	-21%[97.3 µM]
CCCCCCCCCCCCCCCCCC(=O)OCC(C)O (stereo not given)	-4%
COc1ccccc1[C@@H]1C(c2cccc(Cl)c2)=NN(c2ccccc2)[C@H]1C(=O)N1CCOC1=O	-5%
Cc1cc2oc(=O)cc(-c3ccccc3)c2c(C)c1/C=C/c1ccc(F)cc1	-6%
COc1ccc(-c2cccc(-c3cc(=O)oc4ccc(C(C)(C)C)cc34)c2)cc1	-24%
CC[C@@H]1Cn2c(c3nc(-c4cc(Cl)cc(Cl)c4Cl)nc-3n(C)c2=O)N1	-16%
COc1cc(OC)c2c(-c3cccc(-c4ccc(C#N)cc4)c3)cc(=O)oc2c1	-16%
CCC1C(=O)C[C@H]2CCN3C(=O)CCCC1C23 (stereo not given in full)	-6%[97.3 µM]
CC(N)=NCCCC[C@@H](N)C(=O)O	-5%
CCOC(=O)C1=C(C)c2ccccc2OC1(C)C(=O)OCC (stereo not given)	3%
O=C(NCc1ccccc1)OCCN1CCN(Cc2ccccc2)CCC1=O	-4%
Nc1ccc2oc(-c3ccccc3Cl)cc(=O)c2c1O	-59%[inhibitor]
COc1ccc(C2CC(=O)Oc3c(C(C)C)ccc(C)c32)cc1 (stereo not given)	-5%
CC(=O)O[C@H]1C(=O)[C@@]2(C)C([C@H](OC(=O)c3ccccc3)[C@]3(O)C[C@H](OC(=O)[C@H](O)[C@@H](NC(=O)c4ccccc4)c4ccccc4)C(C)=C1C3(C)C)[C@]1(OC(C)=O)CO[C@@H]1C[C@@H]2O (stereo not given in full)	-14%
O=C(O)CC1CCCc2ccccc2C1O (stereo not given)	9%
COc1ccc(COc2cc(-c3cccc(OC)c3)nc3ccc(NC(=O)c4ccc(C)cc4)cc23)cc1	-1%[40.7 µM]
Nc1ncnc2c1ncn2[C@@H]1O[C@H](CO)[C@H](O)[C@H]1O	1%
Cc1ccc(C2CC(=O)Oc3cc(C)c(Cl)c(C)c32)cc1 (stereo not given)	-12%
O=C(Oc1cccc2cccnc12)c1ccccc1	-16%
Cc1cccc(C2=N[C@@H](CC(C)C)CO2)c1	-27%[97.3 µM]
c1ccc(Oc2nc(NC3CCCCC3)c3[nH]cnc3n2)cc1	5%
Cc1cc2c(cc1Cl)C(c1ccc3c(c1)OCO3)CC(=O)O2 (stereo not given)	-4%
O=c1ccn([C@@H]2O[C@H](COP(=O)(O)OP(=O)(O)O)[C@@H](O)[C@H]2O)c(=O)[nH]1	18%
CCOC(=O)C1(C)C(C(=O)OC)=C(c2ccc(OC)cc2)c2ccccc2N1C(=O)OC (stereo not given)	-17%
COc1ccc(C2CC(=O)Oc3cc(C)c(Cl)cc32)cc1 (stereo not given)	0%
Cc1cccc(-c2cccc(-c3cc(=O)oc4cc5c(cc34)OCO5)c2)c1	-12%
C=C/C(C)=C/[C@@]1(C)SC(=O)C(C)=C1O	-13%
CCC(=O)OCC(=O)[C@@]1(OC(=O)CC)[C@@H](C)C[C@H]2[C@@H]3CCC4=CC(=O)C=C[C@]4(C)[C@@]3(F)[C@@H](O)C[C@@]21C	-12%
COc1ccccc1[C@@H]1C(c2cccc(C)c2)=NN(c2ccccc2)[C@H]1C(=O)N1CCOC1=O	-12%
CCCCCC/C=C1\CC(C(=O)OCC)Oc2ccccc21 (stereo not given) (tested in a mixture with another compound)	-21%
The list continues.
SMILES	Peg3 imprint
CNC1=CN=C(c2ccccc2)c2cc(Cl)ccc2N1	-9%
Cc1cccc([C@H]2[C@@H]3C=CCC[C@@]3(C)C(=O)N2Cc2ccccc2)c1	-12%
O=c1[nH]c(=O)n([C@H]2C[C@H](O)[C@@H](CO)O2)cc1/C=C/Br	17%
CC(C)CC(=O)N[C@H](C(=O)N[C@H](C(=O)N[C@@H](CC(C)C)[C@@H](O)CC(=O)N[C@@H](C)C(=O)N[C@@H](CC(C)C)[C@@H](O)CC(=O)O)C(C)C)C(C)C	-4%
Cc1ccc(-c2cc(=O)c3ccccc3[nH]2)cc1	-27%[97.3 µM]
C[C@]12C[C@H](O)C3[C@@H](CCC4=CC(=O)CC[C@@]43C)[C@@H]1CC[C@@H]2C(=O)CO (stereo not given in full)	-18%
O=C(O)[C@H](C1NCCS1)N1Cc2ccccc2C1 (stereo not given in full)	2%[10.9 µM]
COc1ccccc1N1CCN(CC(O)COc2cccc3ccccc23)CC1 (stereo not given)	-10%
CC(=O)Oc1c(C)cc(OCC(O)CNC(C)C)c(C)c1C (stereo not given)	-23%
O=C(c1cccc(Cl)c1)N1CCC(=O)N([C@H](COCc2cccc(Cl)c2)Cc2ccccc2)CC1	-18%[40.7 µM]
O=C1C(c2[nH]c3ccc(S(=O)(=O)O)cc3c2O)=Nc2ccc(S(=O)(=O)O)cc21	4%
Cc1cc(F)c(Nc2ncnc3cc(OCc4ccccc4)ccc23)cc1O	10%
COc1cc2oc(=O)cc(-c3ccc(-c4cccc(N)c4)cc3)c2c(OC)c1OC	-26%
CC(C)(C)c1ccc(C(=O)N2CCC(=O)N([C@H](COCc3ccc(Cl)cc3)Cc3ccccc3)CC2)cc1	-20%[40.7 µM]
COc1ccccc1C1CC(=O)Oc2cc(O)ccc21 (stereo not given)	-7%[97.3 µM]
C=C(CCC12O[C@H](C(=O)O)[C@@](O)(C(=O)O)[C@](C(=O)O)(O1)[C@H](OC(=O)/C=C/[C@@H](C)C[C@@H](C)CC)[C@H]2O)[C@@H](OC(C)=O)[C@H](C)Cc1ccccc1	-7%
C[C@@]12C[C@H](O)C3[C@H](CCC4=CC(=O)CC[C@]43C)[C@H]1CC[C@@H]2c1csc(N)n1 (stereo not given in full)	-25%[10.9 µM]
CC(=O)O[C@H]1C[C@@H]2CCC3C(CC[C@@]4(C)[C@H]3C[C@H]([N+]3(C)CCCCC3)[C@@H]4OC(C)=O)[C@@]2(C)C[C@@H]1[N+]1(C)CCCCC1 (stereo not given in full)	-3%
CC[C@@H]1C(c2ccc(F)cc2)=NN(c2ccc(Br)cc2)[C@H]1C(=O)N1CCOC1=O	-7%
O=c1cc(O)cc(/C=C/c2ccc(O)c(O)c2)o1	-10%

17 entries from above, bar-delimited:
structure | Peg3 imprint
CNC1=CN=C(c2ccccc2)c2cc(Cl)ccc2N1 | -9%
Cc1cccc([C@H]2[C@@H]3C=CCC[C@@]3(C)C(=O)N2Cc2ccccc2)c1 | -12%
O=c1[nH]c(=O)n([C@H]2C[C@H](O)[C@@H](CO)O2)cc1/C=C/Br | 17%
CC(C)CC(=O)N[C@H](C(=O)N[C@H](C(=O)N[C@@H](CC(C)C)[C@@H](O)CC(=O)N[C@@H](C)C(=O)N[C@@H](CC(C)C)[C@@H](O)CC(=O)O)C(C)C)C(C)C | -4%
Cc1ccc(-c2cc(=O)c3ccccc3[nH]2)cc1 | -27%[97.3 µM]
C[C@]12C[C@H](O)C3[C@@H](CCC4=CC(=O)CC[C@@]43C)[C@@H]1CC[C@@H]2C(=O)CO (stereo not given in full) | -18%
O=C(O)[C@H](C1NCCS1)N1Cc2ccccc2C1 (stereo not given in full) | 2%[10.9 µM]
COc1ccccc1N1CCN(CC(O)COc2cccc3ccccc23)CC1 (stereo not given) | -10%
CC(=O)Oc1c(C)cc(OCC(O)CNC(C)C)c(C)c1C (stereo not given) | -23%
O=C(c1cccc(Cl)c1)N1CCC(=O)N([C@H](COCc2cccc(Cl)c2)Cc2ccccc2)CC1 | -18%[40.7 µM]
O=C1C(c2[nH]c3ccc(S(=O)(=O)O)cc3c2O)=Nc2ccc(S(=O)(=O)O)cc21 | 4%
Cc1cc(F)c(Nc2ncnc3cc(OCc4ccccc4)ccc23)cc1O | 10%
COc1cc2oc(=O)cc(-c3ccc(-c4cccc(N)c4)cc3)c2c(OC)c1OC | -26%
CC(C)(C)c1ccc(C(=O)N2CCC(=O)N([C@H](COCc3ccc(Cl)cc3)Cc3ccccc3)CC2)cc1 | -20%[40.7 µM]
COc1ccccc1C1CC(=O)Oc2cc(O)ccc21 (stereo not given) | -7%[97.3 µM]
C=C(CCC12O[C@H](C(=O)O)[C@@](O)(C(=O)O)[C@](C(=O)O)(O1)[C@H](OC(=O)/C=C/[C@@H](C)C[C@@H](C)CC)[C@H]2O)[C@@H](OC(C)=O)[C@H](C)Cc1ccccc1 | -7%
C[C@@]12C[C@H](O)C3[C@H](CCC4=CC(=O)CC[C@]43C)[C@H]1CC[C@@H]2c1csc(N)n1 (stereo not given in full) | -25%[10.9 µM]

Going on with the list.
SMILES	Peg3 imprint
COc1ccc(-c2c(C)cc3oc(=O)cc(-c4ccccc4)c3c2C)cc1OC	-25%
Cc1cc(=O)c2ccc(Cl)cc2[nH]1	-18%[97.3 µM]
CCCCCCCCCCCCCCCCCCNC(=O)OCC(COP(=O)([O-])OCC[n+]1ccsc1)OC (stereo not given)	-8%
COc1cc(O)c(C(=O)c2ccccc2)cc1S(=O)(=O)O	3%
COc1cc(C(CCN2CCOCC2)c2c(OC)cc(OC)c3c(-c4ccccc4)cc(=O)oc23)cc(OC)c1OC (stereo not given)	-28%[40.7 µM]
CC[C@H]1C(c2cccc(Cl)c2)=NN(c2ccccc2)[C@@H]1CO	-12%
O=c1cc(-c2ccccc2Cl)oc2c([N+](=O)[O-])c(O)cc(O)c12	-5%
N[C@H](C(=O)O)[C@H]1C[C@@H]1C(=O)O	13%
Nc1ncnc2c1ncn2[C@@H]1O[C@H](COP(=O)(O)OP(=O)(O)OP(=O)(O)OP(=O)(O)OC[C@@H]2O[C@H](n3cnc4c(N)ncnc43)[C@@H](O)[C@@H]2O)[C@H](O)[C@H]1O	-4%
COc1cc2oc(=O)cc(-c3cccc(-c4ccc(C(F)(F)F)cc4)c3)c2c(OC)c1OC	-14%
COc1cc(C(O)CO)ccc1O (stereo not given)	-9%
Cc1cc2oc(=O)cc(-c3ccccc3)c2c(C)c1-c1sccc1C=O	-32%[inhibitor]
COc1cc(OC)c2c(-c3ccccc3)cc(=O)oc2c1C(CCN1CCOCC1)c1ccc2c(c1)OCO2 (stereo not given)	-16%[40.7 µM]
c1ccc(C(c2cccc3c2ccc2ccccc23)[C@H](c2ccccc2)c2cccc3c2ccc2ccccc23)cc1 (stereo not given in full)	-4%[10.9 µM]

Pulled by structure from above (2):
SMILES	Peg3 imprint
COc1ccc(C2/C=C\[C@H](O[Si](C)(C)C(C)(C)C)[C@H](C(C)C)CC(=O)N2Cc2ccccc2)cc1 (stereo not given in full)	-11%
O=c1cc(-c2ccccc2Cl)oc2c([N+](=O)[O-])c(O)cc(O)c12	-5%
